GPR55 antagonists: inhibition of LPI-stimulated GPR55 beta-arrestin translocation – imaging, U2OS, beta-arrestin-GFP, LPI agonist, primary screen (AID 2013); U2OS GPR55 beta-arrestin-GFP translocation imaging, LPI antagonism; higher % means a stronger effect; inhibition, % at 10 µM; hits with a dose series show IC50 in µM; 0.13% of 290,000 active;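 active = spots per cell inhibited over 60%, with over 100 cells counted and total cytoplasm intensity under 500,000; inconclusive = wells with under 100 cells, flagged as likely toxic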;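 note: U2OS cells stably carrying GPR55 and arrestin-GFP stimulated by 5 µM LPI near EC80; imaged beta-arrestin-GFP aggregate spots per cell after agonist stimulation; plate controls were LPI-stimulated DMSO wells for no effect and DMSO wells without LPI for full effect; some results filed as inactive read as strong as hits; confirmed hits need IC50 under 10 µM and bright autofluorescent wells are also inconclusive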
MgcRacGAP inhibition: MgcRacGAP GTPase-activating activity inhibitors, confirmation, biochemical, ADP Hunter fluorescence; one-dose inhibition, % at 30 µM; IC50 in µM for titrated hits; 0.6% of 340,000 active; AID 624330; MgcRacGAP-stimulated Rac1 GTP hydrolysis, ADP Hunter fluorescence; higher % means a stronger effect; GST-tagged Rac1 F28L mutant substrate;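 active = first-screen hits whose inhibition reached a set limit at any dose in the follow-up dose series; inconclusive = inhibition above the set first-screen limit but never retested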;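 note: fluorescence reports GDP produced by GAP-driven GTP hydrolysis; strong numbers were not always called active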
PhoP inhibition: inhibitors of PhoP regulon expression, primary screen, Salmonella Typhimurium, GFP reporter (AID 1863); S. Typhimurium PhoP-regulated promoter GFP reporter, 4 h; higher % means a stronger effect; inhibition, % at 50 µM, or IC50 in µM where a hit was titrated; 0.16% of 300,000 active;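 active = inhibition over 29.93%, a cutoff 3 SD above the screen mean, later confirmed by dose response; inconclusive = inhibition over 29.93% but no dose response follow-up; inactive = inhibition at most 29.93% or unconfirmed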;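 note: 0% = low Mg2+ inducing control and 100% = high Mg2+ repressing control; strong numbers were not always called active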
Siah-1 displacement: blockers of Siah-1 interaction with plectin peptide – biochemical, fluorescence polarization, rhodamine-plectin, uHTS, primary screen (AID 1817) | Siah-1 / rhodamine-plectin peptide fluorescence polarization; higher % means a stronger effect | displacement, % at 20 µM; hits with a dose series show IC50 in µM | 0.02% of 290,000 active;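 active = displacement of at least 50% at 20 µM, with a fluorescence ratio check between 0.3 and a set limit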;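 note: plate controls were Siah plus tracer with DMSO for no effect and tracer alone without Siah for full effect; strong numbers were not always called active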
NTR1 agonist: NTR1-driven beta-arrestin-GFP spot formation – imaging, U2OS cells, high content, primary screen (AID 493036). P30989. agonist mode. activation, % at 20 µM. 0.17% of 330,000 active;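 active = activation at or above 40% of the spot to cytoplasm intensity ratio, with at least 20 cells analyzed; inconclusive = wells under 20 cells, flagged as cytotoxic or low count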;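 note: 0% = DMSO without peptide and 100% = 100 nM NTR1 peptide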
Target sequence (P30989 whole entry, looked up): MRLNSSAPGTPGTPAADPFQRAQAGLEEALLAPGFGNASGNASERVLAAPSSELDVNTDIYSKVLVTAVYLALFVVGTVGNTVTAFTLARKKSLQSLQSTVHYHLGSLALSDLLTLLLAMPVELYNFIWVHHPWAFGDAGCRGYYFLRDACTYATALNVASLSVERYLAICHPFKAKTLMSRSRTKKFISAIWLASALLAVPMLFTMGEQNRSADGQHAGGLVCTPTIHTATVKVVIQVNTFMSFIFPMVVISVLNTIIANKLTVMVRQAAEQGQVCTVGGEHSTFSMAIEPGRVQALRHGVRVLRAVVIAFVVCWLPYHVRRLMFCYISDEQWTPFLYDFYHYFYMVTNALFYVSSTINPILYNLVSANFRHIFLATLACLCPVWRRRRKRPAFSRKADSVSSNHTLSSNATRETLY
LYP phosphatase: inhibitors of LYP phosphatase, biochemical, fluorescence intensity, uHTS (AID 1779); 0.054% of 290,000 active; recombinant LYP phosphatase, fluorescence intensity; higher % means a stronger effect; one-dose inhibition, % at 11.5 µM; IC50 in µM for titrated hits; in the data active = inhibition above about 50%;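 note: plate controls were vehicle with enzyme for no effect and no enzyme for full effect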
Myeloid diff MLP: myeloid differentiation induction; ER-HoxA9 myeloid progenitors, lysozyme-GFP differentiation, flow cytometry; 1% of 360,000 active; calls only at 10 µM;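 active = normalized GFP-positive differentiation at or above the plate's own cutoff, the solvent-only control mean plus 3 SD; inconclusive = no clear call, values can overlap the other calls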;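 note: cells exposed to compound for four days before flow analysis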
HIV fusion peptide: inhibitors of HIV fusion peptide binding, primary screen, biochemical, uHTS, fluorescence dequenching (AID 1986); cell-free peptide binding, fluorescence dequenching, 30 min; higher % means a stronger effect; inhibition, % at 20 µM, or IC50 in µM where a hit was titrated; 0.3% of 290,000 active; in the data active = inhibition mostly above about 52%, no sharp cut-off; inactive = mostly below about 76%; note: some results filed as inactive read as strong as hits
GPR35 arrestin U2OS: GPR35 antagonists blocking zaprinast-driven arrestin recruitment, primary screen, imaging, U2OS, beta-arrestin-GFP, zaprinast agonist (AID 2058); 0.052% of 290,000 active; inhibition, % at 10 µM; hits with a dose series show IC50 in µM; U2OS GPR35 beta-arrestin-GFP translocation imaging, zaprinast antagonism; higher % means a stronger effect;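 active = inhibition of at least 50% with at least 30 cells and total cytoplasm GFP at most 10,000,000; inconclusive = under 30 cells or total GFP of 10,000,000 plus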
NTR1 agonist cell count 20 µM: also measured in NTR1 agonist; calls as there; cell count; measured here: cell count, cytotoxicity flag
Myeloid diff MLP GFP+ MAC1+ %: second read-out of Myeloid diff MLP, no call of its own (marks repeat the call); GFP+ MAC1+ double positive, %; measured here: differentiation confirmed by MAC1 staining
Starred values were filed as active, the others as inactive; i = inactive; ? = inconclusive; . = no result given.

SMILES	GPR55 antagonists	MgcRacGAP inhibition	PhoP inhibition	Siah-1 displacement	NTR1 agonist	NTR1 agonist cell count 20 µM	LYP phosphatase	Myeloid diff MLP	Myeloid diff MLP GFP+ MAC1+ %	HIV fusion peptide	GPR35 arrestin U2OS
NCCCCCc1nnc(SCc2ccc(Cl)c(Cl)c2)o1	17.4%	6.3%	31.9%	2.7%	0.0	70	-9.0%	i	0.5	-0.2%	1.1%
CC(Oc1ccc(Br)cc1)c1nc2c3ccccc3nc(=S)n2[nH]1 (configuration not stated)	11.8%	13.9%	-7.0%	-5.4%	9.8	81	-5.8%	i	0.3	16.3%	-31.2%
CCOC(=O)CN1CC23C=CC(O2)C(C(=O)NCc2ccc(F)cc2)C3C1=O (configuration not stated)	9.3%	-0.4%	-1.8%	-5.1%	-0.1	47	-0.2%	i	1.5	-2.2%	7.5%
Cc1ccc(C(=O)NCCN2CCNC2=O)cc1	12.1%	.	.	-8.6%	0.2	45	-3.4%	i	0.9	-1.7%	19.0%
COc1ccc(CCNC(=O)CSc2nc(O)cc(=O)[nH]2)cc1OC	0.2%	-1.0%	1.9%	6.5%	-0.2	52	-9.7%	i	0.2	1.6%	-5.9%
CC(=O)c1ccc(NC(=O)c2ccc3c(=O)n4c(nc3c2)CCCCC4)cc1	-12.2%	2.0%	-7.3%	-0.4%	2.5	46	-5.4%	i	5.4	-0.5%	-2.9%
O=C1/C(=C/c2cccnc2)CC/C1=C\c1cccnc1	9.3%	10.5%	0.7%	16.7%	1.8	64	0.5%	i	0.3	0.6%	9.4%
COc1ccccc1CC(=O)Nc1ccccc1C(=O)O	-4.4%	-0.9%	-0.9%	-5.7%	2.1	55	-7.2%	i	11.2	4.0%	-5.8%
O=C(N/C(=C\c1cn(-c2ccccc2)nc1-c1ccccc1)C(=O)N1CCOCC1)c1ccccc1	5.9%	.	-4.1%	-1.2%	3.8	47	5.7%	.	.	3.0%	11.5%
COC(=O)c1nc(-c2ccccc2)oc1N(C)C	-11.5%	8.7%	-1.3%	3.8%	0.2	69	-9.4%	i	2.4	0.3%	-10.8%
COc1ccc(N2CCN(c3nc(Cl)nc(N4CCOCC4)n3)CC2)cc1	3.7%	?	-6.3%	-3.5%	2.0	49	-1.4%	i	0.8	-1.2%	-15.0%
C=CCN1C(=O)C2C(C(=O)NC)C3(C)C=CC2(O3)C1C(=O)NCc1ccc(OC)cc1 (configuration not stated)	17.8%	-6.9%	-2.2%	0.8%	0.1	65	-5.7%	i	0.5	-2.3%	-9.2%
NS(=O)(=O)c1cc2c(cc1Cl)NC(CC1CCCC1)NS2(=O)=O (configuration not stated)	4.3%	11.9%	-1.8%	10.6%	-0.6	60	-2.8%	i	0.6	-0.4%	5.3%
CC(C)CN(C(=O)c1cccc(F)c1)c1c(N)n(CC(C)C)c(=O)[nH]c1=O	-13.4%	5.1%	-10.5%	0.8%	42.4*	40*	-10.3%	i	0.9	0.3%	4.0%
CCCN(CC(=O)Nc1cc(Cl)ccc1Cl)C(=O)/C=C/c1ccco1	7.4%	8.8%	26.0%	-1.1%	-0.3	44	-1.6%	i	0.1	0.8%	12.2%
Cc1ccccc1N=C1c2ccccc2C(=O)C1[N+](=O)[O-] (configuration not stated)	3.1%	8.6%	2.0%	4.9%	-1.0	31	-5.0%	i	0.4	-0.3%	-5.5%
CN(CCOc1ccccc1)Cc1nc2cc(Cl)ccc2c(=O)[nH]1	-3.6%	-2.4%	-2.3%	4.3%	3.7	53	-6.1%	i	0.3	-0.2%	-5.3%
O=C(Nc1ccccc1)c1snc2c(=O)[nH]cnc12	11.9%	7.1%	.	5.2%	0.9	104	-2.3%	i	0.1	0.8%	10.8%
CCCCOC(=O)c1ccc(NC(=O)C(=O)NCCN(C)C)cc1	-3.4%	6.6%	-5.5%	2.2%	-1.3	38	-11.0%	i	0.5	-1.4%	1.6%
COc1ccc(N2CCN(C(=O)CNS(=O)(=O)c3ccc(Br)s3)CC2)cc1	0.0%	16.3%	0.0%	-2.1%	0.4	37	-5.9%	i	0.6	0.6%	6.6%
O=C1CSC(=Nc2ccccc2[N+](=O)[O-])N1	-16.1%	13.4%	1.2%	-3.0%	-1.3	75	-7.7%	i	0.1	-1.8%	-6.0%
Cc1ccc(S(=O)(=O)CC(=O)NC(C)c2ccccc2)cc1 (configuration not stated)	-6.1%	8.0%	-0.9%	1.4%	0.3	67	-3.9%	i	0.3	0.3%	-10.2%
CCCOCC(O)CCc1n[nH]c(=S)n1-c1ccccc1 (configuration not stated)	-2.2%	-1.6%	-9.2%	5.0%	-1.3	44	-4.7%	i	0.1	-0.5%	2.0%
Cc1ccc(N2CC(c3nc4ccccc4[nH]3)CC2=O)c(C)c1 (configuration not stated)	-5.5%	12.1%	-1.4%	-4.6%	0.1	58	-3.8%	i	1.8	-0.4%	15.8%
Cc1cc2cc(CN3C(=O)c4ccccc4C3=O)ccc2n1C	5.0%	15.4%	0.1%	25.4%	-1.0	79	-1.4%	i	0.2	8.3%	1.0%
CN(C)CCNC(=O)COc1cccc(Cl)c1	4.8%	14.8%	13.1%	0.4%	1.7	42	-3.7%	i	0.4	1.1%	-6.4%
CC(=O)N1CCN(c2ccc(N=Cc3c(O)n(Cc4ccccc4)c(=O)[nH]c3=O)cc2)CC1	3.0%	9.8%	-0.3%	-5.6%	.	.	-4.4%	i	0.4	1.0%	-4.8%
CN(C)CCCNC(=O)c1ccc(-c2ccccc2)cc1	4.2%	8.2%	1.7%	7.0%	-1.4	42	-8.7%	i	0.9	5.6%	-3.5%
COC(=O)c1cc(NC(=O)C2(S(=O)(=O)c3ccc(Cl)cc3)CC2)cc(C(=O)OC)c1	-7.8%	4.5%	-3.6%	11.3%	-4.1	147	-3.8%	i	0.4	-2.5%	-10.7%
CCc1ccc(C(=O)CSc2nc(N)cc(=O)[nH]2)cc1	6.5%	11.3%	4.5%	8.1%	-1.2	60	-5.5%	i	0.6	1.1%	-0.1%
COc1ccc(NC(=O)CSc2nnc(CNc3ccc(F)cc3)o2)c(OC)c1	7.7%	7.8%	6.1%	2.2%	-1.5	91	-4.7%	i	0.6	-1.9%	-6.1%
CCOC(=O)c1[nH]c(CSc2nnnn2-c2ccccc2C)c(C(=O)OCC)c1C	-2.3%	6.2%	-17.8%	0.9%	3.5	47	9.0%	i	0.7	8.4%	-0.5%
CCCNC(=O)N1CCC(c2nc3ccccc3s2)CC1	12.1%	8.0%	-6.6%	3.8%	-1.2	75	-5.5%	i	0.5	2.3%	-5.2%
COc1ccc(-c2nnc3ccc(SCC(=O)Nc4nccs4)nn23)cc1OC	-13.1%	11.3%	-13.4%	-5.3%	-0.8	35	-2.3%	i	0.4	0.2%	-6.5%
CC(C)CCN1CCNC(=O)C1CC(=O)N(C)CCCN1CCOCC1 (configuration not stated)	10.4%	9.7%	-4.9%	-1.4%	0.4	91	-2.0%	i	0.6	2.4%	0.8%
CC(Sc1nc(N2CCOCC2)c2c(c1C#N)CC(C)(C)OC2)C(=O)Nc1ccccc1 (configuration not stated)	1.0%	5.9%	-2.9%	6.6%	1.3	98	3.5%	i	0.6	12.0%	1.0%
Cn1c2c(c(=O)n(C)c1=O)C(c1ccccc1Cl)C(C#N)=C(N)O2 (configuration not stated)	1.9%	5.8%	-6.3%	-3.4%	2.1	58	-4.5%	i	0.4	0.4%	-11.3%
CC(C)(O)CCCC(C)(O)c1ccc(C(=O)O)cc1O (configuration not stated)	9.0%	5.9%	-4.2%	3.2%	6.1	87	-9.7%	i	3.0	11.6%	4.4%
CC(C)c1nc(NCC2CCCO2)c(C#N)c2c1COC(C)(C)C2 (configuration not stated)	5.2%	-4.2%	-3.9%	-2.7%	3.7	59	-3.4%	i	0.7	-0.8%	-2.1%
Cc1ccc(/C(O)=C2\C(=O)C(=O)N(c3cc(C)on3)C2c2cccc(Br)c2)cc1 (configuration not stated)	-2.7%	17.9%	17.9%	-0.7%	0.6	34	1.3%	i	0.4	3.7%	-9.2%
CCOc1ccccc1C(=S)NC1CCCCC1	9.4%	5.3%	0.6%	-5.3%	0.0	57	-6.4%	i	0.5	-1.4%	-4.5%
CC1CCN(S(=O)(=O)c2cc(F)ccc2CN2C(=O)c3cccnc3C2=O)CC1	-2.6%	3.7%	-3.3%	0.6%	-0.1	68	-10.7%	i	0.6	-1.1%	-11.2%
COCCNC(=O)c1onc(CSc2ccccc2C)c1C(=O)O	11.8%	7.8%	-7.4%	4.1%	-4.3	97	-4.8%	i	1.3	2.5%	10.9%
Cc1ccc(C(=O)COC(=O)c2cnccn2)cc1[N+](=O)[O-]	-6.2%	1.3%	2.5%	7.2%	-0.2	60	-7.3%	i	0.5	-1.4%	4.6%
COc1ccc(O)c(/C=N/NC(=S)NCCc2ccccc2)c1	-3.5%	11.2%	-3.5%	-4.6%	27.1	41	7.4%	.	.	-0.5%	-7.2%
O=C(Nc1ccccc1N1CCOCC1)C1=COCCO1	.	7.8%	0.4%	.	0.8	50	.	i	0.2	.	.
C/C=C/c1cc(OC)c2c(c1)[C@H](C)[C@@H](c1ccc(O)c(OC)c1)O2	.	6.6%	-1.7%	.	-0.1	94	.	i	16.4	.	.
Cc1cccc(N2CCN(C(=O)C3CCN(S(=O)(=O)c4cccc5nsnc45)CC3)CC2C)c1 (configuration not stated)	-0.2%	8.3%	-9.2%	3.0%	1.9	71	4.2%	i	1.5	0.5%	-2.8%
CC(=O)Nc1ccc(OCC(=O)N2CCc3ccccc3C2)cc1	0.3%	3.0%	-4.9%	0.3%	0.6	48	-8.1%	i	0.2	-1.9%	-16.2%
O=C(NC1CCCC1)c1cc2ccccc2o1	-13.8%	10.5%	3.0%	2.4%	0.7	51	-6.5%	i	0.8	-0.5%	4.8%
O=C(NCC(=O)N(CC1CCCO1)C1(C(=O)NC2CCCCC2)CCCCC1)c1ccccc1 (configuration not stated)	0.3%	4.0%	-11.8%	5.3%	-1.8	82	-7.0%	i	1.1	0.7%	-3.7%

Screens deposited in PubChem by several laboratories.
